BioA inh = inhibitors of Mycobacterium tuberculosis BioA enzyme | purified M. tuberculosis BioA enzyme, plate reader | inhibition, % at 9.99 µM | hit rate 0.096% among 360,000 | AID 602481; in the data active = inhibition above about 40%
TcdB GH inh = inhibitors of Clostridioides difficile toxin B glycohydrolase. hit rate 0.24% among 350,000. AID 652162. TcdB glycohydrolase enzymatic assay, plate reader. inhibition, % at 9.99 µM. P18177; in the data active = inhibition above about 10%
Target sequence (P18177 whole entry, looked up): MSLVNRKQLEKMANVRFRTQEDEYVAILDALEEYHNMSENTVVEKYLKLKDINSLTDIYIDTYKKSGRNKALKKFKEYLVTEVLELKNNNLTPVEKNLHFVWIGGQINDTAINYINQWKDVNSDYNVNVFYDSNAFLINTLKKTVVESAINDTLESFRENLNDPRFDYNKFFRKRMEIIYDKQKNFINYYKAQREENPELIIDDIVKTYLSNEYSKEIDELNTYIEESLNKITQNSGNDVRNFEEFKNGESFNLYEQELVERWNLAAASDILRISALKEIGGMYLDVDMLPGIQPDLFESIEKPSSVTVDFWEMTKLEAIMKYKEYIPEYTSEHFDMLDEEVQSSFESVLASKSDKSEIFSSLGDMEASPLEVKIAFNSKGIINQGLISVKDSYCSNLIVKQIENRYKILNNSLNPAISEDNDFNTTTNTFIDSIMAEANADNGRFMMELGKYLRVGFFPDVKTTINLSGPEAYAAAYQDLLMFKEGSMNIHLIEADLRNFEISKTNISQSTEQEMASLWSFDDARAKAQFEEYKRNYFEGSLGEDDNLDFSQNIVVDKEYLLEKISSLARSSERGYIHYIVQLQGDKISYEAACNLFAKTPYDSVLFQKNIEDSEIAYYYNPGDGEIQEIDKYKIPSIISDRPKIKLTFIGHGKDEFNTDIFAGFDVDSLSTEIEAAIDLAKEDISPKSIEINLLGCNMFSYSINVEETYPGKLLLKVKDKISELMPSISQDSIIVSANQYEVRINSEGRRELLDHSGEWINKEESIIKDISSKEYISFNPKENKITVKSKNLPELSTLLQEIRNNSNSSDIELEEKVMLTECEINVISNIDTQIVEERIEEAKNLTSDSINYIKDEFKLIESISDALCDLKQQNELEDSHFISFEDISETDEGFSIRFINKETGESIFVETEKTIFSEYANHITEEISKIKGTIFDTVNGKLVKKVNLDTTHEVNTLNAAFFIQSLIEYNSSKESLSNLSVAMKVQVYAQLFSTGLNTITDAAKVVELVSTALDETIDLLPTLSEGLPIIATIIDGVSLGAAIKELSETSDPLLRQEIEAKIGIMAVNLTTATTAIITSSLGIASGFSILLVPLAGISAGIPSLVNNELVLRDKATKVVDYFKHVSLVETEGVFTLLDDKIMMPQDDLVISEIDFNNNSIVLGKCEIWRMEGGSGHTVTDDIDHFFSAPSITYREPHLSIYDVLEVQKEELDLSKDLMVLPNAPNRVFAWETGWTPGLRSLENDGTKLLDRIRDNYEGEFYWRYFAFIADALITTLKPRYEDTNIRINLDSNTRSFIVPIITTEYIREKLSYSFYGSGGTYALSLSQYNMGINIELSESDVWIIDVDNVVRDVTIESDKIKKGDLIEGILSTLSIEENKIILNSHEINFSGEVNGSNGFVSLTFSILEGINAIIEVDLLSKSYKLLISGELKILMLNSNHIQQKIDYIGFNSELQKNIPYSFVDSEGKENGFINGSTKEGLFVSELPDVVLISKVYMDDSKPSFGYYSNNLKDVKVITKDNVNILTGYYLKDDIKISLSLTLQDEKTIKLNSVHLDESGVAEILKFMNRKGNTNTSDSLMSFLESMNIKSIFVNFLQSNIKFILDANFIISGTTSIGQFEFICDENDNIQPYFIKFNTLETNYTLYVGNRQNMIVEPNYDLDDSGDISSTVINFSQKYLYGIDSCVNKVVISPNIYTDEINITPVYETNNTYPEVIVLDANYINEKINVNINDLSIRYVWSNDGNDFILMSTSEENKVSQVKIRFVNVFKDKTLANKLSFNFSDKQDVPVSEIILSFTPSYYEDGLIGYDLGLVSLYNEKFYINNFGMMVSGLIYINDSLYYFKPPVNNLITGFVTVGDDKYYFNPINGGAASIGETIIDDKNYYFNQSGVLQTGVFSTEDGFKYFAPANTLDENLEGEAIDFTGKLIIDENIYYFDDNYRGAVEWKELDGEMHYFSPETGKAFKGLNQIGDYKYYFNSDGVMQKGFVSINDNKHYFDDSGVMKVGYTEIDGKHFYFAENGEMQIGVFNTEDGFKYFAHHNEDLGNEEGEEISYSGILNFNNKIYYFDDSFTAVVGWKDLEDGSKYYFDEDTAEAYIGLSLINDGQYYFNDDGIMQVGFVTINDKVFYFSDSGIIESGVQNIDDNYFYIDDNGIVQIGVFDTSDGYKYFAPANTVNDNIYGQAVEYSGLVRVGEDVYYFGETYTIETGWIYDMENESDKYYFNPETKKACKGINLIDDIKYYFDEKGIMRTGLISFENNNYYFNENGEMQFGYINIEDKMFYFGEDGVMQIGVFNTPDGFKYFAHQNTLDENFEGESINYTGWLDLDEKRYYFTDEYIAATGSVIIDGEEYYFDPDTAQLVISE
* = called active by the depositor. Not all compounds are listed, so the mix of outcomes need not match the whole.

structure	BioA inh	TcdB GH inh
COc1ccc(CN(C)C[C@H]2OCCCC[C@H](C)Oc3ccc(NC(=O)c4ccccc4)cc3C(=O)N([C@@H](C)CO)C[C@H]2C)cc1	-2.3	-1.3
CO[C@H]1CN(C)C(=O)c2cc(NC(=O)Nc3ccccc3)ccc2OC[C@H](C)N(CC2CC2)C[C@@H]1C	9.2	0.2
C[C@@H]1CN([C@@H](C)CO)C(=O)c2cc(NC(=O)NC3CCCCC3)ccc2O[C@@H]1CN(C)C	0.0	-0.8
CC(C)CC#Cc1cnc2c(c1)C(=O)N([C@H](C)CO)C[C@@H](C)[C@H](CN(C)Cc1cccc(F)c1)O2	1.6	0.7
COc1ccc(CN(C)C[C@@H]2OCCCC[C@@H](C)Oc3ccc(N(C)C)cc3C(=O)N([C@@H](C)CO)C[C@H]2C)cc1	-0.2	-28.8
COCC(=O)N(C)C[C@@H]1[C@H](c2ccc(-c3ccccc3)cc2)[C@@H](CO)N1C(C)=O	0.1	-0.9
O=C1CCC[C@@H]2c3[nH]c4ccccc4c3CCN12	-1.3	0.8
COc1ccc(C#Cc2cnc3c(c2)C(=O)N([C@@H](C)CO)C[C@@H](C)[C@@H](CN(C)C(=O)CC2CC2)O3)cc1	0.8	0.7
C[C@@H]1CN([C@@H](C)CO)C(=O)Cc2cc(NC(=O)C3CCCCC3)ccc2O[C@H]1CN(C)Cc1ccc(C(F)(F)F)cc1	-0.3	1.0
C[C@@H]1CN([C@H](C)CO)C(=O)c2cc(NC(=O)CCN3CCOCC3)ccc2O[C@@H]1CN(C)S(=O)(=O)c1cn(C)cn1	-0.1	-0.9
O=C(N[C@H]1CC[C@H](CCn2cc(-c3ccccn3)nn2)O[C@H]1CO)c1ccncc1	5.6	-0.6
CO[C@H]1CN(C)C(=O)c2ccc(NS(C)(=O)=O)cc2OC[C@H](C)N(CC2CC2)C[C@H]1C	-2.2	-0.7
C[C@@H]1CN([C@@H](C)CO)S(=O)(=O)c2ccc(-c3cccc(C#N)c3)cc2O[C@@H]1CN(C)C(=O)Nc1ccccc1F	-1.7	2.5
Cc1ccc(S(=O)(=O)NCC[C@H]2CC[C@@H](NC(=O)c3cccnc3)[C@H](CO)O2)cc1	4.0	-0.4
C[C@H](CO)N1C[C@H](C)[C@H](CN(C)Cc2ccc3c(c2)OCO3)OCCCC[C@H](C)Oc2ccc(NC(=O)NC3CCCCC3)cc2C1=O	-1.1	0.8
CCCNC(=O)Nc1ccc2c(c1)OC[C@@H](C)N(C(=O)C1CCC1)C[C@H](C)[C@H](OC)CN(C)C2=O	-0.6	-0.2
C[C@@H]1CN([C@H](C)CO)C(=O)c2cccc(NC(=O)Nc3ccc(F)cc3)c2O[C@H]1CN(C)Cc1ccc(C(F)(F)F)cc1	-0.1	-0.1
CNC[C@@H]1Oc2c(NC(=O)Nc3ccc(F)cc3)cccc2C(=O)N([C@@H](C)CO)C[C@H]1C	-1.7	0.2
O=C(C[C@H]1C=C[C@@H](NC(=O)Nc2ccccc2)[C@H](CO)O1)NCc1cccc(F)c1	-2.1	-0.4
CO[C@H]1CN(C)C(=O)c2cc(NC(=O)C3CC3)ccc2OC[C@H](C)N(C(=O)CN(C)C)C[C@H]1C	0.7	-2.5
O=C(C[C@@H]1C[C@H]2c3cc(NC(=O)C4CCOCC4)ccc3O[C@H]2[C@H](CO)O1)NC1CCCCC1	0.1	-0.6
O=C(CN1CCOCC1)N[C@H]1CC[C@H](CCn2cc(C3CC3)nn2)O[C@@H]1CO	2.2	-0.5
C[C@@H]1CN([C@@H](C)CO)C(=O)Cc2cc(N(C)C)ccc2O[C@H]1CN(C)S(=O)(=O)c1ccc(F)cc1	0.8	-12.8
C[C@@H]1CN([C@H](C)CO)C(=O)c2cccc(NS(=O)(=O)c3cccs3)c2O[C@H]1CN(C)Cc1ccc(C(=O)O)cc1	-0.7	-0.7
C[C@@H]1CCCCO[C@H](CN(C)Cc2ccc(C(F)(F)F)cc2)[C@H](C)CN([C@@H](C)CO)C(=O)c2cc(NC(=O)Nc3ccc4c(c3)OCO4)ccc2O1	-1.5	0.0
CCC(=O)N1[C@H](CO)[C@@H]2c3ccccc3N(S(=O)(=O)c3ccccc3C)C[C@@H]21	-6.4	1.0
CO[C@@H](CN(C)C(=O)c1ccccc1F)[C@@H](C)CN([C@@H](C)CO)S(=O)(=O)c1ccc(F)cc1	-1.3	0.6
C[C@@H]1CN([C@@H](C)CO)C(=O)c2cccc(NS(C)(=O)=O)c2O[C@@H]1CN(C)Cc1ccc(Oc2ccccc2)cc1	0.3	0.6
CN1C(=O)c2cc(NC(=O)Nc3ccc(F)cc3)ccc2OC[C@H]2O[C@H](CC(=O)NC3CCC3)CC[C@H]21	0.8	-1.1
C[C@@H](NC(=O)C[C@@H]1C=C[C@@H](NC(=O)Nc2ccc3c(c2)OCO3)[C@H](CO)O1)c1ccccc1	-0.3	-0.2
COC(=O)[C@H](Cc1ccccc1)N1CC2=C[C@@H](C3CC3)n3c(=O)n(C)c(=O)n3[C@H]2[C@@H]1[C@@H](O)Cc1ccccc1	-1.1	-0.6
C[C@@H]1CN([C@H](C)CO)C(=O)c2ccccc2-c2ccccc2CO[C@@H]1CN(C)C(=O)Nc1ccc2c(c1)OCO2	4.1	-1.4
COc1ccc(-c2cnc3c(c2)C(=O)N([C@H](C)CO)C[C@@H](C)[C@H](CN(C)C(=O)C2CCOCC2)O3)cc1	-0.7	-0.1
CCO[C@@H]1OC(C(=O)N2CCCCCCC2)=C[C@H](C)[C@H]1CCCO	-1.8	0.9
COCC#Cc1cnc2c(c1)C(=O)N([C@H](C)CO)C[C@H](C)[C@H](CN(C)Cc1ccccc1F)O2	2.1	1.2
C[C@@H]1CCCCO[C@H](CN(C)C(=O)c2ccccc2)[C@@H](C)CN([C@@H](C)CO)C(=O)c2cc(NC(=O)CCC(F)(F)F)ccc2O1	-0.6	0.5
COc1cccc(C#Cc2ccc3c(c2)[C@H]2[C@H](CCN2S(=O)(=O)c2ccccc2)[C@H](CO)N3)c1	-4.4	0.2
C[C@H](CO)N1C[C@H](C)[C@H](CN(C)S(=O)(=O)c2cn(C)cn2)OCCCC[C@H](C)Oc2ccc(N(C)C)cc2C1=O	-0.2	-17.4
CC(C)NC(=O)Nc1cccc2c1O[C@@H](CN(C)S(=O)(=O)c1ccccc1)[C@H](C)CN([C@@H](C)CO)C2=O	-2.6	1.4
CC(C)NC(=O)N(C)C[C@@H]1Oc2ccc(NC(=O)NC3CCCCC3)cc2C(=O)N([C@H](C)CO)C[C@@H]1C	0.8	-0.8
C[C@@H]1CCCCO[C@@H](CN(C)C(=O)CCC(F)(F)F)[C@@H](C)CN([C@H](C)CO)C(=O)c2cc(NS(=O)(=O)c3ccccc3)ccc2O1	-0.7	0.5
C[C@H](CO)N1C[C@H](C)[C@@H](CN(C)Cc2ccc(-c3ccccc3)cc2)Oc2ncc(C#CCN(C)C)cc2C1=O	2.1	0.8
CCC(=O)Nc1ccc2c(c1)C(=O)N(C)C[C@@H](OC)[C@@H](C)CN(Cc1ccccc1)[C@H](C)CO2	-0.8	-0.4
COc1ccc(CN(C)C[C@H]2Oc3c(NC(=O)c4ccc(-c5nccs5)cc4)cccc3C(=O)N([C@H](C)CO)C[C@H]2C)cc1	0.2	0.2
C[C@H]1CN([C@@H](C)CO)C(=O)c2cc(-c3cncnc3)cnc2O[C@@H]1CN(C)C(=O)Cc1ccccn1	0.1	-0.1

Shown with two lines to a compound: part of the list above
Results follow in this order: BioA inh | TcdB GH inh
> COCC#Cc1cnc2c(c1)C(=O)N([C@H](C)CO)C[C@H](C)[C@H](CN(C)Cc1ccccc1F)O2
  2.1 | 1.2
> C[C@@H]1CCCCO[C@H](CN(C)C(=O)c2ccccc2)[C@@H](C)CN([C@@H](C)CO)C(=O)c2cc(NC(=O)CCC(F)(F)F)ccc2O1
  -0.6 | 0.5
> COc1cccc(C#Cc2ccc3c(c2)[C@H]2[C@H](CCN2S(=O)(=O)c2ccccc2)[C@H](CO)N3)c1
  -4.4 | 0.2
> C[C@H](CO)N1C[C@H](C)[C@H](CN(C)S(=O)(=O)c2cn(C)cn2)OCCCC[C@H](C)Oc2ccc(N(C)C)cc2C1=O
  -0.2 | -17.4

(cont.)
structure	BioA inh	TcdB GH inh
COc1ccccc1NC(=O)N[C@@H]1CC[C@H](CCn2cc(C3(O)CCCC3)nn2)O[C@H]1CO	1.9	1.0
C[C@@H]1CN([C@@H](C)CO)C(=O)c2cc(NC(=O)NC3CCCCC3)ccc2O[C@@H](C)CCCCO[C@@H]1CN(C)Cc1ccccc1	-0.8	-2.1
CO[C@@H]1CN(C)C(=O)c2cc(NC(C)=O)ccc2OC[C@H](C)N(C(=O)CN(C)C)C[C@@H]1C	1.6	-0.2
COCC(=O)N(C)C[C@@H]1Oc2ncc(-c3cccc(OC)c3)cc2C(=O)N([C@@H](C)CO)C[C@H]1C	0.6	-0.2
C[C@@H]1CN([C@@H](C)CO)C(=O)Cc2cc(NC(=O)C3CC3)ccc2O[C@@H]1CN(C)C(=O)Nc1cccc2ccccc12	-1.1	0.7
Cc1noc(C)c1NC(=O)N[C@@H]1CC[C@H](CCNC(=O)C2CC2)O[C@@H]1CO	-3.6	0.5
O=C(C[C@H]1C=C[C@H](NC(=O)C2CC2)[C@H](CO)O1)Nc1ccccc1	-1.0	-9.0
COc1ccc(NC(=O)N(C)C[C@H]2Oc3ccc(NS(=O)(=O)c4ccc(Cl)cc4)cc3C(=O)N([C@@H](C)CO)C[C@@H]2C)cc1	-4.5	0.1
CC(C)c1cn(CC[C@H]2CC[C@H](NC(=O)Nc3cc(Cl)cc(Cl)c3)[C@@H](CO)O2)nn1	0.7	-0.6
C[C@@H]1CN([C@@H](C)CO)C(=O)c2cc(C#CC3CCCC3)cnc2O[C@@H]1CN(C)Cc1ccncc1	-1.4	0.1
C[C@H]1CN([C@@H](C)CO)C(=O)c2cccc(NC(=O)c3ccc(-c4nccs4)cc3)c2O[C@@H]1CN(C)S(=O)(=O)c1cn(C)cn1	-3.9	-0.5
C[C@@H]1CN([C@H](C)CO)C(=O)c2cc(C#Cc3ccc(F)cc3)cnc2O[C@@H]1CN(C)CC1CC1	0.7	-0.3
CCCC(=O)Nc1ccc2c(c1)OC[C@@H](C)N(C(=O)c1cccnc1)C[C@H](C)[C@H](OC)CN(C)C2=O	-0.1	-0.1
CN1c2ccc(-c3ccc(F)cc3)cc2[C@H]2[C@H](CCN2C(=O)Cc2ccccn2)[C@H]1CO	35.3	1.3
C[C@@H]1CN([C@@H](C)CO)C(=O)c2cc(NC(=O)C3CCCCC3)ccc2O[C@H]1CN(C)C(=O)Nc1ccccc1	2.8	0.8
COc1ccccc1-c1cn(CC[C@@H]2CC[C@@H](NC(=O)Cc3ccccn3)[C@H](CO)O2)nn1	1.4	0.4
CN(C)C(=O)c1ccc(-c2ccc([C@H]3[C@H]4CN(C(=O)C5CC5)CCCCN4[C@H]3CO)cc2)cc1	-1.4	1.7
Cn1cnc(S(=O)(=O)N2CCCCN3[C@H](C2)[C@H](c2ccc(C#CC4CC4)cc2)[C@@H]3CO)c1	-3.6	0.6
C[C@H]1CN([C@@H](C)CO)S(=O)(=O)c2ccc(-c3cccnc3)cc2O[C@H]1CN(C)C(=O)NC1CCCCC1	-0.4	1.6
C[C@H](CO)N1C[C@H](C)[C@H](CN(C)C(=O)CN(C)C)Oc2ncc(C#Cc3cccnc3)cc2C1=O	-1.1	-0.6
COCC(=O)N1C[C@@H](C)[C@H](OC)CN(C)C(=O)c2ccc(NC(=O)c3ccc(F)cc3)cc2OC[C@@H]1C	-0.6	0.5
CO[C@@H]1CN(C)C(=O)c2cc(NS(=O)(=O)c3cn(C)cn3)ccc2OC[C@@H](C)N(Cc2cccc(F)c2)C[C@@H]1C	4.0	-0.4
COCC(=O)N1C[C@H](C)[C@H](OC)CN(C)C(=O)c2ccc(NC(=O)Nc3ccccc3)cc2OC[C@@H]1C	1.6	0.4
CO[C@H](CN(C)C(=O)c1cnccn1)[C@@H](C)CN([C@@H](C)CO)S(=O)(=O)c1ccccc1	-0.8	0.2
COc1cccc(NC(=O)N(C)C[C@@H]2Oc3cc(C#Cc4ccc(F)cc4)ccc3S(=O)(=O)N([C@H](C)CO)C[C@@H]2C)c1	-7.5	0.7
CNC[C@@H]1Oc2c(N)cccc2C(=O)N([C@H](C)CO)C[C@@H]1C	-2.3	-2.0
COCCNC(=O)C[C@@H]1C[C@@H]2c3cc(NC(=O)Nc4ccc(C(F)(F)F)cc4)ccc3O[C@@H]2[C@H](CO)O1	-1.6	-1.1
Cc1noc(C)c1S(=O)(=O)Nc1ccc2c(c1)C(=O)N([C@@H](C)CO)C[C@@H](C)[C@H](CN(C)S(=O)(=O)c1cn(C)cn1)O2	0.2	-0.4
C[C@@H]1CCCCO[C@@H](CN(C)Cc2ccc(C(=O)Nc3ccccc3N)cc2)[C@@H](C)CN([C@H](C)CO)C(=O)c2cc(NC(=O)Nc3ccccc3)ccc2O1	1.7	0.5
Cc1cccc(S(=O)(=O)N2C[C@H]3[C@@H](c4ccccc42)[C@H](CO)N3C(=O)c2ccccc2)c1	0.7	-1.1
COc1ccc(NC(=O)N(C)C[C@@H]2Oc3ccc(NS(=O)(=O)c4ccc(F)cc4)cc3C(=O)N([C@H](C)CO)C[C@H]2C)cc1	0.2	0.2
O=S(=O)(N[C@@H]1CC[C@H](CCn2cc(-c3ccccc3F)nn2)O[C@H]1CO)c1ccc(Cl)cc1	0.4	-0.1

Some of the entries so far, with each value named:
COc1cccc(NC(=O)N(C)C[C@@H]2Oc3cc(C#Cc4ccc(F)cc4)ccc3S(=O)(=O)N([C@H](C)CO)C[C@@H]2C)c1
- BioA inh = -7.5
- TcdB GH inh = 0.7

CNC[C@@H]1Oc2c(N)cccc2C(=O)N([C@H](C)CO)C[C@@H]1C
- BioA inh = -2.3
- TcdB GH inh = -2.0

Assay outcomes as filed in PubChem BioAssay.
